Screening results deposited in PubChem by several laboratories.
NFkB transloc pot = enhances IL-1B driven NFkB nuclear translocation; HUVEC IL-1B NFkB p65 nuclear translocation imaging; activation, % at 2 µM; actives 0.3% (n = 94,000); AID 819;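 active = activation above 40%, about the mean plus 3 SD, also judged a hit on visual image review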;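 note: percent activation is computed from the nuclear over cytoplasmic p65 intensity ratio; values of inactives mirror those of a sister screen read the other way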
PLAP inhibitors HTS = PLAP enzyme inhibitors, biochemical, luminescence, HTS (AID 690) | purified PLAP, luminescent substrate; higher % means a stronger effect | one-dose inhibition, % at 20 µM; IC50 in µM for titrated hits | actives 0.08% (n = 96,000); in the data active = a potency from the dose series; inactive = the rest, 99 in 100 with inhibition below about 30%; note: strong numbers were not always called active
Bcl-B TR3 displacers = displacers of TR3 peptide from Bcl-B, primary screen, selectivity assay for Bfl-1 inhibitor project, biochemical, fluorescence polarization; FP displacement of FITC-TR3 peptide from Bcl-B; higher % means a stronger effect; one-dose displacement, % at 20 µM; IC50 in µM for titrated hits; actives 0.11% (n = 96,000);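 active = displacement above 50% at 20 µM plus a fluorescence interference ratio under 1.5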;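 note: plate controls were wells without compound for no effect and wells lacking Bcl-B protein for full effect; a part of the inactive calls stands beside numbers as strong as those of hits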
IL1B NFkB inh = blocks IL-1B driven NFkB nuclear translocation in HUVEC cells | AID 796 | inhibition, % at 2 µM | HUVEC IL-1B NFkB p65 nuclear translocation imaging | actives 0.43% (n = 94,000);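 active = inhibition above about 30% together with a positive call from visual inspection of the well image, limit read from the data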;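 note: nuclear over cytoplasmic p65 intensity ratio measured by imaging; 0% = IL-1B stimulated DMSO wells and 100% = unstimulated DMSO wells; values of inactives mirror those of a sister screen read the other way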
MRP resist rev = MRP-mediated drug resistance reversal; H69AR cells + 2 uM doxorubicin, CellTiter-Glo, 72 h; differential viability (reversal), % at 10 µM; actives 0.04% (n = 85,000); AID 602;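 active = viability drop by adding the cancer drug above about 55%, with treated viability meeting a 40% cutoff, limit read from the data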;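 note: viability without doxorubicin minus viability with 2 µM doxorubicin for each compound; larger differential means the compound sensitizes cells more to doxorubicin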
MRP resist rev cytotoxicity = recorded beside MRP resist rev, whose call it bears; viability, %; H69AR cells, CellTiter-Glo, 72 h; measured here: cytotoxicity without doxorubicin
MRP resist rev with doxorubicin = also measured in MRP resist rev; calls as there; viability, %; measured here: viability with 2 uM doxorubicin; stronger effect = lower value
IL1B NFkB inh cell count 2 µM = recorded beside IL1B NFkB inh, whose call it bears; cell count; measured here: cells passing quality filter;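 raw number of nuclei counted in each imaged well without normalization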
NFkB transloc pot cell count 2 µM = second read-out of NFkB transloc pot, no call of its own (marks repeat the call); cell count; measured here: cells passing quality filter
Starred values were filed as active, the others as inactive; / = no result given.

nr	Compound	PLAP inhibitors HTS	NFkB transloc pot cell count 2 µM	NFkB transloc pot	Bcl-B TR3 displacers	MRP resist rev	MRP resist rev cytotoxicity	IL1B NFkB inh cell count 2 µM	IL1B NFkB inh	MRP resist rev with doxorubicin
1	CCOC(=O)c1cc(-c2cccs2)nc2onc(C)c12	21%	91	-16	-10%	17	96	91	16	79
2	COC(=O)c1cc(Cl)c(NC(=O)c2ccco2)cc1OC	1%	136	0	-4%	3	94	136	0	91
3	CCOC(=O)c1ccccc1NCN1C(=O)CSC1=O	-16%	/	/	-3%	0	105	/	/	104
4	COc1ccc2c(Cl)c(-c3nnco3)sc2c1	13%	127	-1	-8%	15	101	127	1	86
5	O=c1oc2ccc3ccccc3c2cc1-c1nc2ccccc2o1	/	166	3	/	1	75	166	-3	74
6	Cc1cnc(NC(=O)CSc2nc3ccccc3c(=O)[nH]2)s1	/	130	29	/	10	80	130	-29	70
7	O=C(c1ccccc1)[C@H]1[C@H](c2ccccc2)[C@@]2(N=C(c3ccccc3)OC2=O)C2c3ccccc3C=NN21 (stereo partly specified)	-28%	149	10	-3%	0	83	149	-10	83
8	CCOc1ccc2nc(N3CCOCC3)nc(C)c2c1	-61%	130	26	2%	12	86	130	-26	75
9	Cc1ccc(NC(=O)NCCCc2ccccc2)cc1	0%	142	-6	-5%	/	/	142	6	/
10	CN(C)c1oc(-c2ccc(OCc3ccc(Cl)cc3)cc2)nc1C#N	11%	202	0	6%	9	75	202	0	66
11	Cc1cc(C)n(-c2nc(SCC(=O)Nc3nccs3)c3c4c(sc3n2)COC(C)(C)C4)n1	-27%	189	-6	-11%	-15	47	189	6	63
12	CCOC(=O)c1cc2ccc(OC(=O)c3ccco3)cc2oc1=O	7%	91	9	-10%	/	/	91	-9	/
13	Cc1ccc(-n2c(C)cc(C(=O)CSc3nncs3)c2C)cc1	-57%	/	/	-11%	2	88	/	/	86
14	Cc1ccc(S(=O)(=O)n2ccc(-c3cccc(OCc4c(F)cccc4Cl)c3)n2)cc1	4%	144	-4	0%	/	/	144	4	/
15	Cc1c(C(Nc2ccccn2)c2ccc(Cl)cc2)c(=O)n(-c2ccccc2)n1C (stereo unspecified)	-41%	176	4	1%	9	92	176	-4	84
16	c1ccc2c(c1)ccc1nnc(-c3ccc4c(c3)OCO4)n12	16%	148	-5	-3%	10	79	148	5	69
17	O=C(COC(=O)c1cc(S(=O)(=O)N2CCc3ccccc3C2)ccc1Cl)NCc1ccco1	-7%	67	16	14%	-15	71	67	-16	86
18	O=C(CCS(=O)(=O)c1ccc(Br)s1)NC1CCCCCC1	28%	198	3	-14%	-1	101	198	-3	102
19	Cc1nnc(NC(=O)CSc2nnc(-c3ccc(S(=O)(=O)N4CCCC4)cc3)n2C)s1	/	104	-1	/	-16	84	104	1	100
20	Cc1cc(NCC(C)C)n2ncnc2n1	5%	132	-9	0%	6	83	132	9	78
21	COC(=O)C1(C#N)C(c2ccccc2)C1(C(=O)OC)C(=O)OC (stereo unspecified)	5%	61	2	-5%	-2	98	61	-2	100
22	O=S(=O)(Nc1cccnc1Cl)c1ccc2c(c1)OCCO2	4%	119	-10	0%	3	95	119	10	92
23	CSc1cccc(NC(=O)C2CCCN2S(=O)(=O)c2ccc3c(c2)CCC(=O)N3)c1 (stereo unspecified)	-69%	/	/	-7%	/	/	/	/	/
24	COc1ccc(C)cc1S(=O)(=O)N1CCCCC1	/	98	9	/	-9	92	98	-9	101
25	Fc1ccc(NC(=S)Nc2ccc(F)c(Cl)c2)cc1Cl	1%	152	18	-7%	/	/	152	-18	/
26	CCOC(=O)c1cc(-c2ccccc2)sc1NC(=O)C(C)(C)C	-9%	147	1	-5%	/	/	147	-1	/
27	Nc1c(C(=O)c2ccc(F)cc2)oc2ccccc12	/	120	6	/	22	95	120	-6	73
28	COc1ccc(Cc2nc(-c3ccccn3)no2)cc1	4%	175	0	-9%	0	99	175	0	99
29	CCOC(=O)c1ccc(NC(=O)c2nn(C)cc2Br)cc1	13%	120	24	-4%	-13	86	120	-24	99
30	CC(=O)Oc1ccc(NC(=O)CCC2CCCCC2)c(C(=O)O)c1	/	170	-12	/	-11	101	170	12	111
31	O=S(=O)(Nc1ccc2c(c1)OCO2)c1ccccc1	-17%	164	19	5%	-1	97	164	-19	98
32	COc1ccccc1C(=O)n1nc(-c2ccccc2)nc1N	8%	174	14	-12%	7	90	174	-14	84
33	COc1ccc(NC(=O)c2ccc(-n3nc(C)c[n+]3[O-])cc2)cc1	7%	/	/	-8%	8	108	/	/	101
34	Cc1ccc(Nc2nc(N)nc(CSC(=S)N3CCOCC3)n2)cc1	0%	80	11	4%	/	/	80	-12	/
35	O=C(c1ccco1)N1CCN(C(=O)C2CCCc3c2[nH]c2ccc(Cl)cc32)CC1 (stereo unspecified)	-61%	76	-23	-4%	-1	81	76	23	82
36	Cc1[nH]c(=O)[nH]c(=O)c1S(=O)(=O)NCCOC12CC3CC(CC(C3)C1)C2	3%	/	/	-3%	2	93	/	/	90
37	Cc1cc(C)cc(OCC(=O)Nc2ccc3c4c(cccc24)CC3)c1	-5%	170	6	-8%	/	/	170	-6	/
38	CC1(C)Oc2ccc3ccc(=O)oc3c2/C(=C/NCCN/C=C2\C(=O)C(C)(C)Oc3ccc4ccc(=O)oc4c32)C1=O	-17%	172	26	3%	18	74	172	-26	56
39	Cc1nnc(SCC(=O)N2CCC(Cc3ccccc3)CC2)n(N)c1=O	-34%	138	12	-4%	-16	88	138	-12	104
40	Cc1ccc(C(=O)O/N=C2\CC3CCC2(C)C3(C)C)cc1 (stereo unspecified)	/	134	3	/	4	88	134	-3	84
41	COc1cccc(N2CCN(C3CC(=O)N(c4cccc(Cl)c4)C3=O)CC2)c1 (stereo unspecified)	-10%	/	/	-8%	/	/	/	/	/
42	O=S(=O)(NCc1csc(-c2cccnc2)n1)c1ccc(Cl)s1	9%	32	-5	6%	3	82	32	5	79
43	Cc1cccc(NC(=O)c2ccc(S(=O)(=O)N(C)C)cc2)n1	2%	162	-10	-8%	/	/	162	10	/
44	Cc1cc(=O)cc(C)n1-c1ccccc1N1CCOCC1	4%	160	1	-2%	1	93	160	-1	92
45	O=C(NCC(=O)N1CCCC1C(=O)O)OC1CCCCC1 (stereo unspecified)	8%	88	31	-4%	11	106	88	-28	95
46	O=S(=O)(NCCCN1CCN(c2ccccc2F)CC1)c1cccc2cccnc12	-55%	67	4	-7%	12	92	67	-4	80
47	COc1cccc(N2C(=O)CC(N3CCN(S(=O)(=O)c4ccccc4)CC3)C2=O)c1 (stereo unspecified)	-39%	116	19	0%	5	116	116	-19	111
48	Cc1cccc(C(=O)NC(=S)Nc2ccc(S(=O)(=O)N3CCN(C)CC3)cc2)c1	-37%	166	4	1%	/	/	166	-4	/
49	CCCS(=O)(=O)N1CCCC(C(=O)NCCN2CCOCC2)C1 (stereo unspecified)	-12%	178	11	-1%	-10	89	178	-12	99
50	Cc1ccc(OCC(=O)Nc2ccc3c(c2)nc2n3CCOC2)cc1	13%	126	0	3%	-13	90	126	0	104
51	CNc1cnn(-c2ccc(C)cc2)c(=O)c1Cl	17%	108	2	-2%	/	/	108	-2	/
52	CC(CNC(=O)C(=O)NC(C)CCc1ccccc1)Cc1ccccc1 (stereo unspecified)	-4%	183	9	-8%	/	/	183	-9	/
53	O=C(c1ccccc1Cl)N1CCc2ccccc2C1	/	98	7	/	17	80	98	-7	63
54	COc1ccc(-c2c(C)oc3c(CN4CCCCC4C)c(O)ccc3c2=O)cc1OC (stereo unspecified)	-50%	/	/	0%	-17	67	/	/	84
55	CC(C)(C)NC(=O)CN1CCC(O)(c2ccccc2)CC1	12%	114	5	-7%	1	100	114	-5	99
56	COc1ccc(N(CC(=O)Nc2cccc(C)c2C)S(=O)(=O)c2c(C)n[nH]c2C)cc1	-79%	96	-7	-16%	0	103	96	6	102
57	COc1ccc(/C=N/NC(=O)CCc2ccccc2)cc1O	-14%	208	10	0%	/	/	208	-10	/
58	Cc1ccc(-c2ccc(=O)[nH]n2)cc1	/	22	-98	/	7	87	22*	98*	81
59	O=C(CN1c2cccc3cccc(c23)S1(=O)=O)NCc1ccc2c(c1)OCO2	28%	166	-5	-61%	1	101	166	5	100
60	Cc1ccc2c(c1)N(C(C)C(=O)NCCc1ccccc1)C(=O)CO2 (stereo unspecified)	-24%	105	7	-2%	10	109	105	-7	98

Further results:
nr	Compound	PLAP inhibitors HTS	NFkB transloc pot cell count 2 µM	NFkB transloc pot	Bcl-B TR3 displacers	MRP resist rev	MRP resist rev cytotoxicity	IL1B NFkB inh cell count 2 µM	IL1B NFkB inh	MRP resist rev with doxorubicin
61	Cc1cc(C)nc(N2CCCC(C(=O)NCc3cccs3)C2)n1 (stereo unspecified)	12%	78	-4	-9%	-3	90	78	4	93
62	O=C(Nc1ncc(Cc2cccc(Cl)c2Cl)s1)c1ccc([N+](=O)[O-])cc1	-26%	171	0	-15%	/	/	171	0	/
63	CCCCOc1ccc(-c2c(C#N)c(N)nc(SCC(N)=O)c2C#N)cc1	-35%	142	36	-3%	-11	35	142	-36	45
64	COc1cc(C(=O)Nc2ccc(Br)cc2C(=O)c2cc(OC)c(OC)c(OC)c2)cc(OC)c1OC	-59%	121	-4	-2%	/	/	121	4	/
65	CCOC(=O)c1ccc(CNC(=O)CSc2nnnn2-c2ccc(Cl)cc2)o1	11%	90	-3	-5%	8	90	90	4	82
66	COC(=O)c1ccc(OC)cc1OCC(=O)N1CCN(c2ccc(F)cc2)CC1	-2%	175	1	-4%	/	/	175	-1	/
67	O=C(c1ccc(CS(=O)(=O)c2ccc(Br)cc2)o1)N1CCCCCC1	-27%	52	-8	-8%	8	96	52	8	88
68	COc1ccc(OC)c(NC(=S)N2CCN(c3ccccn3)CC2)c1	6%	150	-5	16%	/	/	150	5	/
69	CCOC(=O)c1cnc2c(C)cccc2c1NCc1ccco1	-26%	68	14	-1%	5	75	68	-14	70
70	CCCCN1C(=O)C(O)=C(C(C)=O)C1c1ccc(OC)cc1OC (stereo unspecified)	-9%	137	18	1%	-4	92	137	-18	96
71	O=C(Cn1nnc2ccccc21)N/N=C\C=C\c1ccccc1	-2%	21	6	1%	/	/	21	-6	/
72	Cc1ccc2c(c1)c1c(n2CC(O)Cn2nc(C)c(Br)c2C)C(=O)CCC1 (stereo unspecified)	4%	154	5	0%	/	/	154	-5	/
73	Cc1ccc(N(C(=O)Cn2nnc3ccccc32)C(C(=O)NCc2ccco2)c2cccnc2)cc1 (stereo unspecified)	-10%	184	-2	5%	/	/	184	2	/
74	COc1cccc(NC(=O)N2CCCC2C(=O)NC(C)C)c1 (stereo unspecified)	-15%	107	36	-2%	/	/	107	-36	/
75	Clc1ccccc1CNc1ncnc2nc[nH]c12	-64%	/	/	-2%	-9	60	/	/	69
76	N#Cc1nc(-c2ccccc2Cl)oc1N1CCCCC1	-2%	103	-5	4%	3	84	103	5	81
77	Cc1noc2ncnc(Sc3ccc(Cl)cc3)c12	-22%	74	28	-8%	-1	2	74	-28	3
78	O=C(CSc1ncccn1)NN=C1CCCCCCC1	7%	149	-16	-7%	/	/	149	16	/
79	CCSC1=C(C#N)C(c2ccc(C)s2)CC(=O)N1 (stereo unspecified)	1%	150	19	-4%	-5	80	150	-19	85
80	COc1ccc(Cl)cc1NC(=O)NCCCl	-11%	176	8	2%	-8	92	176	-8	100
81	O=C(O)c1ccc2c(c1)[C@@H]1C=CC[C@@H]1[C@H](c1ccccn1)N2	/	95	3	/	4	92	95	-3	88
82	CC1CCN(c2oc(-c3ccccc3F)nc2C#N)CC1	-2%	66	-27	-1%	5	97	66	27	92
83	O=C(COc1nnc2ccccn12)N1CCN(S(=O)(=O)c2ccccc2)CC1	/	145	2	/	11	88	145	-2	76

Some of the compounds tested; the hit share may differ from the screen's.
